GPR151 activ: activates the human receptor GPR151; activation, % at 11.2 µM; PathHunter beta-arrestin GPR151 cells, luminescence; 650,000 compounds, 1% hits; AID 1508602; in the data active = activation above about 4.9%;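 also: 0% = median of compound wells and 100% = cells with positive control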
Target sequence (Q8TDV0 whole entry, looked up): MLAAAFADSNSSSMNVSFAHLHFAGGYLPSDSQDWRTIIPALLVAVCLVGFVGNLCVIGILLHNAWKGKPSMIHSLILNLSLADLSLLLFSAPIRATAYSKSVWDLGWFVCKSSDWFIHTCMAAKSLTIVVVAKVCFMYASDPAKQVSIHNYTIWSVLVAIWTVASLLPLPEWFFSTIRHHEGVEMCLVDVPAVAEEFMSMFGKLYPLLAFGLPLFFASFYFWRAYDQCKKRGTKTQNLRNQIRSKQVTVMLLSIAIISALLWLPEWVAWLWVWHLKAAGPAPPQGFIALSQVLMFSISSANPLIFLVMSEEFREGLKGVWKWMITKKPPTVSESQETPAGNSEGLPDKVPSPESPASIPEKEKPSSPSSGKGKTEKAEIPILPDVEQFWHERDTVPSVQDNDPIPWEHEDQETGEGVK
FBW7 activator: human FBW7 E3 ligase activation, primary screen. Q969H0. AlphaScreen FBW7–phospho-cyclin E peptide binding, activator screen. 650,000 compounds, 0.13% hits. normalized activity (activation), % at 26.1 µM; in the data active = normalized activity above about 1.9%;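 also: purified mutant Fbw7 with reduced substrate affinity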
MITF primary: human MITF inhibition, primary screen. inhibition, % at 2.6 µM. AlphaScreen MITF homodimerization, bead proximity signal. AID 1259374. O75030. 650,000 compounds, 0.91% hits; in the data active = inhibition above about 50%;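 also: 0% = vehicle wells with protein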
Target sequence (O75030 whole entry, looked up): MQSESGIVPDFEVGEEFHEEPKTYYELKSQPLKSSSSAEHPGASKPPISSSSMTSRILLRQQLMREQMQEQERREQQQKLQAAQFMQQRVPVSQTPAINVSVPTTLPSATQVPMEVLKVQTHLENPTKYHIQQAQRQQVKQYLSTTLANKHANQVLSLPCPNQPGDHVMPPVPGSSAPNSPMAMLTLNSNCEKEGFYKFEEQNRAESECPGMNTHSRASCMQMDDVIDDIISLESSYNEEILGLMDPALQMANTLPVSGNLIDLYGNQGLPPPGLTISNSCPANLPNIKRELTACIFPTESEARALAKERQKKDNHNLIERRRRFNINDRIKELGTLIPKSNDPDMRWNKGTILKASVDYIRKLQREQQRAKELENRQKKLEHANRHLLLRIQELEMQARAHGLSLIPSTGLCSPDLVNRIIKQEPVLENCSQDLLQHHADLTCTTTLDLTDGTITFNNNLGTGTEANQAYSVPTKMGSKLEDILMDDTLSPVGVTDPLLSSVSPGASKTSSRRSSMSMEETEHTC
TEAD-YAP inh: TEAD-YAP interaction inhibition; HEK-TIYL cells, TEAD-Gal4/YAP UAS-luciferase luminescence; inhibition, % at 9.12 µM; 640,000 compounds, 1.4% hits; AID 1259422; in the data active = inhibition above about 32%;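 also: 0% = median of test compound wells and 100% = reference inhibitor wells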
* hit, by the source's call.

Values run as follows: GPR151 activ, FBW7 activator, MITF primary, TEAD-YAP inh
- O=C(O)CC1(Cc2nc(-c3ccc(Cl)cc3)no2)CCCC1
 : -1.8, 0.3, -7, -18
- CN(C)c1ccc(C2CC(c3ccccc3)=NN2C(=O)CCCC(=O)O)cc1 (centres undefined)
 : 0.0, 0.5, -2, -7
- CC(C(=O)N1CCCCCC1)c1ccc([N+](=O)[O-])cc1 (centres undefined)
 : -1.4, -0.1, 7, 1
- Cc1cc(O)cc(O)c1C(=O)Cc1cnn(-c2ccccc2)c1
 : 0.1, 0.0, -6, -14
- Cc1ccccc1-n1c(C)cc(/C=C2\NC(=O)NC2=O)c1C
 : -0.7, -0.1, 3, 57*
- COc1ccc(OC)c(NC(=O)c2c(NCc3ccccn3)sc3c2CCCC3)c1
 : 1.2, -0.1, 12, -6
- CCOc1ccccc1CNC(=O)c1cc2sc(C)cc2n1C
 : -1.1, -0.3, 8, -2
- COc1ccc(NC(=O)Cn2ccsc2=N)c(OC)c1
 : 2.1, 0.1, -11, 3
- C/C(=N\NC(=O)c1ccc([N+](=O)[O-])cc1)c1cc2ccc(O)cc2oc1=O
 : -2.9, 0.1, 14, 3
- CCOC(=O)C1C(=O)C=C(/C=C/c2ccco2)CC1c1ccccc1 (centres undefined)
 : 0.3, -0.7, 1, 5
- NS(=O)(=O)c1ccc(Cn2c(-c3ccc(S(=O)(=O)N4CCOCC4)cc3)csc2=Nc2ccc(F)cc2)cc1
 : -0.7, -0.1, 9, -2
- Cc1cc(OCCn2cnc3ccccc3c2=O)ccc1Cl
 : 0.2, 0.1, 11, -3
- Cn1c(CC(=O)Nc2ccccc2)n[nH]c1=S
 : -0.3, -0.3, -2, 3
- CN1CCCN(C(=O)C2CC23CCN(CCc2ccccc2)CC3)CC1 (centres undefined)
 : -0.1, 0.0, -4, 5
- CCOC(=O)N/N=C/c1ccc(-c2ccc(C(=O)OC)cc2)o1
 : -0.8, 0.1, 6, -2
- O=C1C(=O)N(CCN2CCOCC2)C(c2ccco2)/C1=C(/O)c1ccccc1 (centres undefined)
 : -0.3, 0.0, -6, 2
- Cc1ccc(CC(=O)Nc2ccccn2)cc1
 : 0.8, -0.1, -17, -21
- COc1ccccc1OCC(=O)N1C(C)CCCC1C (centres undefined)
 : 1.9, -0.2, -17, 6
- COc1ccc(C(=O)N(C)C)cc1[N+](=O)[O-]
 : 0.2, 0.0, 2, 6
- CCOC(=O)/C(=C(/Nc1ccccc1)SC)[N+](=O)[O-]
 : 0.1, 0.1, -5, 3
- O=C1CCCC2=C1C(c1ccc(O)cc1)Nc1ccccc1N2 (centres undefined)
 : -0.3, -0.3, 5, -13
- COc1ccc(F)c(CN2CCCC(N3CCC(CO)CC3)C2)c1 (centres undefined)
 : 0.1, 0.2, 5, 7
- CC(C)n1cc(C(=O)N2C[C@H](C(=O)O)[C@@H](c3ccc(F)cc3)C2)cn1
 : 0.4, -0.1, 6, -4
- Clc1ccc(-c2nnc(Sc3nc4ccccc4o3)c3ccccc23)cc1
 : 0.8, 0.0, 7, 15
- O=C(Nc1ccc2c(c1)OCO2)c1cnc(NC2CCC(O)CC2)s1 (centres undefined)
 : 1.3, -0.2, -3, -7
- O=P1(N/N=C/c2ccncc2)C=C(c2ccccc2)OC(c2ccccc2)=C1
 : -0.2, 0.5, 6, 7
- C=CCNC(=S)N/N=C(\C)c1cccc(OC)c1
 : -0.4, -0.1, 3, 3
- Cc1cc(C)c2oc(-c3ccc(NC(=O)c4cc(Br)ccc4Cl)cc3)nc2c1
 : 0.6, -0.1, -10, 3
- COC(=O)c1ccc(OC(=O)c2cccc(OC)c2)cc1
 : -1.2, 0.9, -2, 4
- Cc1cccc(Cn2nc(Cc3cccnc3)c3ccccc3c2=O)c1
 : 1.1, 0.0, 12, -14

Three compounds from above with just FBW7 activator, MITF primary and GPR151 activ.
SMILES	FBW7 activator	MITF primary	GPR151 activ
Clc1ccc(-c2nnc(Sc3nc4ccccc4o3)c3ccccc23)cc1	0.0	7	0.8
O=C(Nc1ccc2c(c1)OCO2)c1cnc(NC2CCC(O)CC2)s1 (centres undefined)	-0.2	-3	1.3
O=P1(N/N=C/c2ccncc2)C=C(c2ccccc2)OC(c2ccccc2)=C1	0.5	6	-0.2

More entries:
Values run as follows: GPR151 activ, FBW7 activator, MITF primary, TEAD-YAP inh
- CCCNc1cc(C)nc(-c2cccc(C(C)=O)c2)n1
 : -1.3, 0.2, 2, -67
- CCOC(=O)c1ccc(-c2sc3nc(N4CCOCC4)c4c(c3c2N)CC(C)(C)OC4)o1
 : 1.6, -0.1, -11, -12
- O=C(CSc1nc2ccc(NC(=O)c3ccccc3)cc2s1)NCCc1ccccc1
 : -0.3, -0.1, 1, -9
- CCN(C1=NC2CS(=O)(=O)CC2S1)c1ccc(C)c(Cl)c1 (centres undefined)
 : 0.7, -0.3, -13, -3
- CCN(CC)CCOc1ccc2nc(N(C)C)sc2c1
 : -0.3, 0.0, 11, -8
- CC1=C(C(=O)Nc2ccccn2)C(c2cccnc2)C2=C(CC(C)(C)CC2=O)N1 (centres undefined)
 : 0.6, -0.2, 3, -5
- O=[N+]([O-])c1ccc(N2CCCCC2)cc1NCC(O)c1ccccc1 (centres undefined)
 : 1.0, -0.3, 16, 14
- Cc1cc(C)c(S(=O)(=O)Nc2nnc(CC(C)C)s2)c(C)c1
 : -0.4, -0.2, -4, 4
- CCN(CC)c1ccc(NC(=O)Cn2cnc3sc(C)c(C)c3c2=O)c(C)c1
 : 0.5, 0.0, 4, 12
- O=C1COc2cc(S(=O)(=O)N3CCC(N4CCCCC4)CC3)ccc2N1
 : 2.8, -0.1, -2, -9
- Cc1csc(SC(C)C(=O)Nc2ccc(N3CCOCC3)cc2)n1 (centres undefined)
 : -0.8, 0.1, 8, 4
- CN(C)CC(C)(O)c1ccc2c(c1)CN(C(=O)C(=O)c1ccccc1)CCO2 (centres undefined)
 : -0.2, 0.3, 12, -1
- CCOC(=O)CC1(Cc2ccc(C)cc2)C(=O)c2ccccc2C1=O
 : -0.1, 0.8, -15, 9
- O=C(C1CCCCC1)N1CCN(c2ccc(Nc3ccccn3)nn2)CC1
 : -1.3, -1.1, -15, 17
- O=C(COc1ccc(Cl)cc1)NCCn1ccc2ccccc21
 : 3.2, 0.0, 11, 0
- COc1ccc2[nH]c3nc(SCC(=O)Nc4nnc(-c5ccccc5)s4)nnc3c2c1
 : -0.4, 0.0, 7, 7
- CCOc1ccc(NC(=O)Nc2nnc(-c3cccc([N+](=O)[O-])c3)s2)cc1
 : 2.3, -0.1, 14, 8
- CCCOc1cccc(C(=O)Nc2ccccc2C#N)c1
 : -1.2, 0.1, 10, -10
- COc1ccccc1OCC(=O)N(C)c1ccccc1
 : 2.5, -0.1, -18, -7
- Cn1c(=O)[nH]c(N2CCC3(CC2)OCCO3)c(Cc2ccc(F)cc2Cl)c1=O
 : -2.0, 0.1, 14, 0
- Fc1ccccc1CC1CCN(Cc2nc(-c3ccccn3)no2)CC1
 : -1.5, 0.6, 4, 7
- O=c1ccc(-c2cccs2)cn1Cc1ccc2ccccc2c1
 : -0.4, -0.4, 11, -31
- CCn1c2ccccc2c2cc(/C=C/C(=O)O)ccc21
 : -0.7, -0.2, 0, 0
- O=C1c2cccc([N+](=O)[O-])c2C(=O)N1c1nccs1
 : -1.1, 0.0, 3, 14
- Cc1cc2ccccc2c(=O)n1CC(=O)NCC1COc2ccccc2O1 (centres undefined)
 : -1.2, 0.5, 1, 1
- Cc1cc(C)n(C(=O)C(Cc2ccccc2)N2C(=O)C3CCCCC3C2=O)n1 (centres undefined)
 : 0.1, -0.1, 1, 11
- CCCNC(=O)C1CCCN(S(=O)(=O)c2ccc(F)cc2)C1 (centres undefined)
 : 0.3, 0.0, 7, -7
- N#C/C(=C\c1cnn(-c2ccccc2)c1)c1nc2ccccc2[nH]1
 : -2.1, -0.1, 4, -44
- O=S1(=O)N=C(SCc2cccc(F)c2)Nc2ccc(F)cc21
 : -0.8, -0.2, 2, -9
- CCOC(=O)c1c(NC(=O)c2nn3c(c2Cl)NC(c2cccs2)CC3C(F)(F)F)sc2c1CCC2 (centres undefined)
 : 0.3, 0.1, 5, 1

Four structures from above, sorted by length of the SMILES, largest number first:
Values run as follows: GPR151 activ, FBW7 activator, MITF primary, TEAD-YAP inh
- N#C/C(=C\c1cnn(-c2ccccc2)c1)c1nc2ccccc2[nH]1
 : -2.1, -0.1, 4, -44
- CCOC(=O)CC1(Cc2ccc(C)cc2)C(=O)c2ccccc2C1=O
 : -0.1, 0.8, -15, 9
- Cc1csc(SC(C)C(=O)Nc2ccc(N3CCOCC3)cc2)n1 (centres undefined)
 : -0.8, 0.1, 8, 4
- O=c1ccc(-c2cccs2)cn1Cc1ccc2ccccc2c1
 : -0.4, -0.4, 11, -31

(more compounds)
Molecule,GPR151 activ,FBW7 activator,MITF primary,TEAD-YAP inh
CC1CCC(NC(=O)CN(C)S(=O)(=O)c2ccc3nc(-c4ccccc4)[nH]c3c2)CC1 (centres undefined),4.4,-0.1,9,-7
Cc1cc2c(NC3CCCC(C)C3C)ncnc2s1 (centres undefined),1.4,-0.1,7,-1
CC1=C(C(=O)Nc2ccccc2C)C(c2ccc(C(F)(F)F)cc2)NC(=S)N1 (centres undefined),-0.2,-0.2,7,-7
Cc1cc(Cl)ccc1OCc1nc(-c2ccc(Cl)cc2)no1,-0.2,0.0,8,-1
COc1ccc(C=Nc2ccc(/C=C\C(=O)O)cc2)cc1,0.3,0.0,2,-8
COc1ccc(OCC2c3cc(OC)c(OC)cc3CCN2C(=O)/C=C/c2cc(OC)c(OC)c(OC)c2)cc1 (centres undefined),-1.1,0.0,-4,29
COc1ccc(-n2cc(C(=O)N3CCN(c4ncccn4)CC3)c3ccccc3c2=O)cc1,-0.4,0.0,-4,6
COc1ccc(S(=O)(=O)Nc2ccc(I)cc2C)cc1OC,-1.7,0.0,6,11
COCC(=O)Nc1ccc(F)c(Cl)c1,1.1,-0.1,7,8
COc1ccc(-c2nc3ccccc3nc2N2CCOCC2)cc1,-0.2,0.3,20,-1
Cc1cc(C)nc(/N=C(\N)Nc2cccc(C(F)(F)F)c2)n1,-0.5,-0.1,-6,37*
O=C(CN1C(=O)C(=O)N(Cc2ccco2)C1=O)c1c[nH]c2ccccc12,-0.8,-0.3,-4,-1
CCOc1ccc(N2C(=O)/C(=C\c3ccc(C)o3)S(=O)(=O)C2c2cccc([N+](=O)[O-])c2)cc1 (centres undefined),4.7,0.2,8,-3
O=C(O)c1ccc(-c2cncc(-c3ccc(CO)cc3)n2)cc1,2.3,-0.1,-11,-45
COc1ccccc1Nc1nc(Cl)nc(Nc2ccccc2OC)n1,-0.8,-0.1,4,2
CCCC1=C(C(=O)OCC)C(c2cccnc2)C(C#N)=C(N)O1 (centres undefined),1.0,1.0,5,16
O=C(Nc1ccccc1)C1CCN(c2cnccn2)CC1,0.2,0.6,-2,7
COc1ccc(OC)c(C2C(C(=O)OCc3ccccc3)=C(C)NC3=C2C(=O)CCC3)c1 (centres undefined),-0.6,-0.1,-1,-10
CN(C)c1ccc(/C=C2/SC(N3CCC(Cc4ccccc4)CC3)=NC2=O)cc1,-0.1,0.2,16,-6
CN(CC(=O)Nc1cccc(Oc2ccccc2)c1)CC(=O)Nc1ccc(F)c(F)c1F,4.0,0.2,11,3
CS(=O)(=O)n1nc(-c2ccco2)nc1N,-0.5,-0.2,0,0
O=c1cc(N2CCCCCC2)[nH]c(=O)n1-c1ccc(Cl)cc1,3.0,0.5,12,-3
CCOC(=O)N1CCN(CC(O)COCC(C)c2ccccc2)CC1 (centres undefined),0.8,0.5,12,5
C=CCOC(=O)C1=C(C)Nc2ncnn2C1c1cccc(Br)c1 (centres undefined),-0.6,0.4,7,10
NC(=O)C1CCN(C(=O)CSc2nccc(-c3ccc(Cl)cc3)n2)CC1,-0.2,-0.1,3,-4
CCC(Cc1ccccc1)N=C1NS(=O)(=O)C(c2ccc(C)cc2)=C1C (centres undefined),0.6,0.0,1,2
Clc1cc(-n2nc(-c3ccccc3)cc2-c2ccccc2)ncn1,3.5,-0.1,4,4
COc1cc([N+](=O)[O-])cc(/C=N\NC(=O)c2ccc(Br)cc2)c1O,1.8,-0.1,6,-6
Cc1sc2nc(COc3ccccc3)nc(NCCNC(=O)CCl)c2c1C,0.2,0.1,3,19
CN(C)/C=C1/Nc2ccccc2C1=O,-0.3,0.7,7,11
Cc1cc(Cl)ccc1NC(=O)Cc1ccc([N+](=O)[O-])cc1,-0.4,-0.1,-5,-7
COc1ccc(-c2nc3ncnc(Nc4ccc(N5CCOCC5)cc4)c3[nH]2)cn1,-0.8,-0.2,21,20
C#CCn1cnc2c(cnn2-c2ccc(Cl)cc2)c1=O,-0.4,0.3,3,-2
O=C(O)/C=C1\CSc2ccc(Cl)cc2C1=O,-0.4,-0.1,1,16
O=C(c1cc2cc(Br)ccc2oc1=O)N1CCN(c2ccccc2F)CC1,1.0,-0.1,0,-5
Cc1n[nH]c(=O)nc1N/N=C/c1ccccc1Cl,-6.8,0.0,-1,-3
O=C1CC(c2ccc(Cl)cc2)CN1C(=O)Nc1ccccc1 (centres undefined),0.3,-0.2,-11,-10
O=[N+]([O-])c1ccc(Nc2nc(Cl)nc(NCCN3CCOCC3)n2)cc1,3.0,0.5,17,-12
COc1ccc(CNc2cc(C)nc(Nc3ccc(OC(F)(F)F)cc3)n2)cc1,0.6,-0.2,23,1
CSc1ccc(C(C(C(=O)c2cccs2)N2CCOCC2)N2CCOCC2)cc1 (centres undefined),-0.2,0.2,12,-23
O=C(Cn1nc(-c2ccc(Cl)cc2)ccc1=O)NCCN1CCOCC1,3.5,-0.2,1,0

Assay outcomes (PubChem BioAssay)
